# Screening data (PubChem)
# KCC2 mod: modulates chloride dependent transport by human KCC2; B-score of Tl+ flux slope (higher = more flux/activation; lower = inhibition) at 10 µM; 2.2% of 190,000 active; KCC2 cells, thallium flux FluoZin-2 fluorescence;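 active means thallium flux slope and its plate-corrected score both differing from the plate sample mean at a set confidence after two filtering rounds, in either direction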;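 further: slope of fluorescence scaled to starting intensity during 10 to 20 s after thallium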
# Thrombin inh: blocks human thrombin protease activity | alpha-thrombin, Boc-VPR-AMC fluorogenic substrate cleavage | AID 1046 | 0.26% of 220,000 active | inhibition, % at 5 µM | P00734;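 active means inhibition at or above 40%; inactive means inhibition below 40%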;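 further: 0% = enzyme with no compound and 100% = wells without enzyme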
#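 signal = AMC fluorescence, 355/460 nm | material = human alpha-thrombin enzyme | control set = enzyme without compound as high, wells lacking enzyme as low | times = reaction at room temperature | read-out basis = percent inhibition scaled between no-compound controls and no-enzyme blanks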
# NCF1 inh: inhibitors of human p47phox binding. inhibition, % at 24.7 µM. AID 1274. p47phox/p22phox peptide binding, fluorescence polarization, 2 h. 0.53% of 220,000 active. P14598;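 further: 0% = p47phox with labelled peptide and 100% = labelled peptide alone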
# Target sequence (P14598 whole entry, looked up): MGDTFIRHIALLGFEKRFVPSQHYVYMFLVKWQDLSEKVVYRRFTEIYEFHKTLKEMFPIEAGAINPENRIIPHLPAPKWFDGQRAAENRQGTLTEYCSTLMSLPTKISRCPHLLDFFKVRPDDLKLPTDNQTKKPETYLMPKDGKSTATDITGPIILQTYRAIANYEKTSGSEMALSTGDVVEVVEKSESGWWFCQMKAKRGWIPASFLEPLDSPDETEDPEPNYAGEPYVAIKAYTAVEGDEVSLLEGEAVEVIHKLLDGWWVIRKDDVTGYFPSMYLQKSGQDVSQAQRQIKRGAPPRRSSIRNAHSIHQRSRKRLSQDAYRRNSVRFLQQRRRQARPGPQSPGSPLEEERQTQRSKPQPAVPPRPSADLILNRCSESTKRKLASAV
# 14-3-3 Bad PPI: disrupts binding of bovine 14-3-3 zeta to phospho-Bad peptide; P63103; TR-FRET 14-3-3zeta/Dy647-pBad peptide displacement, 1 h; inhibition, % at 21.7 µM; 0.71% of 220,000 active;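 active means inhibition above about 70%, limit read from the data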;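 further: 0% = full 14-3-3 plus peptide FRET controls and 100% = background without 14-3-3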
# hK5 inh: inhibitors of human kallikrein 5. inhibition, % at 5 µM. recombinant hK5, fluorogenic AMC substrate cleavage. Q9Y337. 0.59% of 210,000 active;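 active means inhibition of 40% or more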;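 further: 0% = enzyme controls without compound and 100% = no-enzyme blanks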
# Rad51 HR inh: Rad51 (human) homologous recombination inhibition; Q06609; hRad51 DNA strand exchange, fluorescence dequenching; inhibition, % at 10 µM; 0.085% of 200,000 active;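 active means inhibition above 40% at the single screening dose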;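 further: 0% = DMSO control wells and 100% = blanks with heterologous ssDNA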
# Target sequence (Q06609 whole entry, looked up): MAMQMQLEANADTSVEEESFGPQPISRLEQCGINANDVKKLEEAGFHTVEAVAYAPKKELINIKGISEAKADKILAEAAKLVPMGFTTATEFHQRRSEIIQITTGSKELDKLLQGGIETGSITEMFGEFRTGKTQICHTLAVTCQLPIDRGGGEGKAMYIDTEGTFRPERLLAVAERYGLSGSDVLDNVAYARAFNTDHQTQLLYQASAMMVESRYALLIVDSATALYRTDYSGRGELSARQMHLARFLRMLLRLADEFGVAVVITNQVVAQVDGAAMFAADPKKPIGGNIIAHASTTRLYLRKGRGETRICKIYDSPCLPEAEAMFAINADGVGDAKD
#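 System: human Rad51 nucleoprotein filaments preassembled on unlabelled ssDNA. Reagent: labelled 47-mer dsDNA for strand exchange. Schedule: 30-min compound preincubation and 15-min exchange, both room temperature. Measured by: FRET fluorescence dequenching, excitation 485 nm, emission 520 nm. Read-out: Fluorescence-based percent inhibition, control- and blank-normalised. Benchmarks: plate controls and plate blanks.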
# Furin inhibitor: inhibitors of human furin; AID 463115; 0.061% of 220,000 active; inhibition, % at 30 µM; P09958; purified furin, fluorogenic substrate cleavage; in the data active means inhibition above about 25%; further: inactives centre near -15
# EBV gp42 block: blocks Epstein-Barr virus glycoprotein 42 binding | Q1HVG2 | 0.42% of 220,000 active | Fluorescence polarization binding assay, mP read-out | inhibition, % (tested at 21.74 µM) | AID 1085; in the data active means inhibition above about 50%
# Target sequence (Q1HVG2 whole entry, looked up): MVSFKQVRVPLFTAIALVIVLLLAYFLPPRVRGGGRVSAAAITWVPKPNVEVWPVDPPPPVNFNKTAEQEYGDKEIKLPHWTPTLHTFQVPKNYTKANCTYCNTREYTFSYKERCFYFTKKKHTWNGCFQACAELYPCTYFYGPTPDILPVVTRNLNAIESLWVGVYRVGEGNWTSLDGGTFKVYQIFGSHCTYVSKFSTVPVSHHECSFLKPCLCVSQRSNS
# eIF4E-4G inh: blocks eIF4E binding to eIF4G | P63073+Q04637 | TR-FRET eIF4E-eIF4GI(517-606) binding, 2 h | inhibition, % at 21.7 µM | 0.37% of 220,000 active | AID 782;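 further: 0% = full FRET control wells and 100% = background wells lacking eIF4GI fragment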
# An asterisk follows results filed as active; · = not tested or not shown; [ ] = another dose, or the depositor's remark.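 How the source made its calls, unless noted: active means inhibition above about 30% (limit read from the data); inactive means the rest.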
SMILES,KCC2 mod,Thrombin inh,NCF1 inh,14-3-3 Bad PPI,hK5 inh,Rad51 HR inh,Furin inhibitor,EBV gp42 block,eIF4E-4G inh
CCOC(=O)c1ccc(N2CC(O)=C(c3nc4ccccc4c(=O)[nH]3)C2=N)cc1,2.7,-8,-66,·,-31,-31,-17[20 µM],-48,·
COc1ccc(N2CC(C(=O)OCC(=O)c3cccc(OC)c3)CC2=O)cc1 (stereo not drawn),·,-1,-2,6,-6,0,-4,-2,8
CCOc1cc2c3c(c1)C1(OCCO1)C(=O)N3C(C)(C)CC2C (stereo not drawn),-0.14,-1,-19,7,1,·,-18[20 µM],-8,5
Cc1ccnc(NC(=O)CSc2cc(=O)n(C)c3ccccc23)c1,·,4,-20,0,-13,4,-10,-7,1
CCOc1cc(NC(=S)NCCCN2CCOCC2)c(OCC)cc1NC(=O)CC(C)C,0.31,-11,-1,-8,-11,-1,-9[20 µM],-7,-3
CC(=O)c1cn(C)c(=O)n(C)c1=O,0.16,-5,11,-4[fluorescence artefact?],-17,4,-11,-10,-4
CN(C)NC(=S)NC1CC2CCC1C2 (stereo not drawn),-0.39,-8,0,-2,-1,·,-22,-6,90*
CCC(=O)NC(=Nc1nc2ccccc2s1)NC(=O)CC,41*,3,-4,-10,-10,-4,-28,-11,6
Cc1onc(-c2ccccc2)c1C(=O)OCC(=O)Nc1cc(S(=O)(=O)N2CCOCC2)ccc1Cl,-2.3,6,-7,-1,-2,0,-21,-3,-1
COc1ccc(N/C=C\C(=O)c2ccc(Br)cc2)cc1OC,-0.38,-1,-18,5,-3,·,-4,-133,2
CCOC(=O)C1(Cc2cccc(F)c2)CCN(C(=O)COC)CC1,0.23,0,-4,1,1,-8,-26,4,-6
Cc1ccc2nc(NC(=O)C3CCN(S(=O)(=O)c4cc([N+](=O)[O-])ccc4Cl)CC3)sc2c1,0.55,-6,-3,-5[fluorescence artefact?],-28,1,-8,4,11[fluorescence artefact?]
CN(C)C(=S)NC(C)(C)C,-2.5,-6,-11,3,-7,0,-13,-9,-2
Cn1c(C(=O)OCC(=O)NCc2cccs2)cc2sccc21,-1.2,-10,0,1,-4,-3,-22,8,-3
COc1ccc(NC(=O)NC(=O)c2cc(OCC(F)(F)F)ccc2OCC(F)(F)F)cc1,0.022,-2,-4,-5,0,5,-10,74*,3
Cc1cc2c(cc(C(=O)O)n2C)s1,0.57,-1,-7,11,-2,-4,-20,-17,-3
Cc1ccc(OC(=O)c2ccc(Br)o2)cc1,0.48,0,-8,7,3,-1,-10[20 µM],-7,-1
Cc1ccc2c(c1)cc(CN(Cc1cccnc1)C(=O)NCc1ccccc1)c1nnnn12,-3.3,-4,4,-4,2,-1,-33[20 µM],7,-4
O=C1CCC/C(=N\NC(=O)COc2ccc(Cl)cc2)C1,-0.94,-8,-5,-5,-3,4,-12,7,0
COc1cc(CCC(=O)OCC(=O)NCc2ccccc2)cc(OC)c1OC,2,2,·,-1,3,·,-25,-7,-1
CCOc1cc(CNc2ccc3c(c2)OCCO3)cc(Br)c1OCC(N)=O,-0.07,-4,1,-11,3,-1,-19[20 µM],-42,6
O=C(COC(=O)c1ccc(O)cc1)NCCCc1ccccc1,-2.2,91*,-3,4,23,-5,-3,5,2
COc1ccc(-c2c(C#N)c(N)nc3c2CCC3)cc1,-0.092,-3,-12,1,·,·,-23,-9,7
Cc1ccc(NC(=O)CCCSc2nc3ccccc3[nH]2)cc1,-0.84,-2,-1,0,0,11,1,-9,-4

# A different layout for seven compounds above:
# Order of results – KCC2 mod	Thrombin inh	NCF1 inh	14-3-3 Bad PPI	hK5 inh	Rad51 HR inh	Furin inhibitor	EBV gp42 block	eIF4E-4G inh
O=C(COC(=O)c1ccc(O)cc1)NCCCc1ccccc1
 : -2.2	91*	-3	4	23	-5	-3	5	2
Cc1ccc(NC(=O)CCCSc2nc3ccccc3[nH]2)cc1
 : -0.84	-2	-1	0	0	11	1	-9	-4
COc1ccc(NC(=O)NC(=O)c2cc(OCC(F)(F)F)ccc2OCC(F)(F)F)cc1
 : 0.022	-2	-4	-5	0	5	-10	74*	3
COc1ccc(-c2c(C#N)c(N)nc3c2CCC3)cc1
 : -0.092	-3	-12	1	·	·	-23	-9	7
O=C1CCC/C(=N\NC(=O)COc2ccc(Cl)cc2)C1
 : -0.94	-8	-5	-5	-3	4	-12	7	0
Cc1cc2c(cc(C(=O)O)n2C)s1
 : 0.57	-1	-7	11	-2	-4	-20	-17	-3
Cc1ccc2c(c1)cc(CN(Cc1cccnc1)C(=O)NCc1ccccc1)c1nnnn12
 : -3.3	-4	4	-4	2	-1	-33[20 µM]	7	-4

# (more compounds)
SMILES,KCC2 mod,Thrombin inh,NCF1 inh,14-3-3 Bad PPI,hK5 inh,Rad51 HR inh,Furin inhibitor,EBV gp42 block,eIF4E-4G inh
CC1C=CCC2C(=O)N(c3cccc(C(=O)N4CCCCCC4)c3)C(=O)C12 (stereo not drawn),·,1,-4,-6[fluorescence artefact?],-17,-1,-18,-23,0[fluorescence artefact?]
CCCCS(=O)(=O)/C=C/[C@H]1[C@H](S(=O)(=O)CCCC)[C@H]2C=C[C@@H]1C2,0.017,0,-17,3,-8,3,-7[20 µM],1,3
Cc1cc(C(=O)CCC(=O)N2CCN(S(=O)(=O)c3cccs3)CC2)c(C)s1,-5*,2,-7,4,-19,·,-23,-6,5
CCC(CC)C(=O)Nc1c2c(nn1-c1ccc(OC)cc1)CS(=O)C2 (stereo not drawn),0.01,-9,-12,8,1,-2,-18,-10,-4
COC(=O)CSc1cc(C)nc(SC)n1,·,-4,-8,8,1,3,-21[20 µM],-2,1[fluorescence artefact?]
Cc1oc(-c2cccc(C(F)(F)F)c2)nc1CN1CCOCC1,0.74,5,-4,-15,5,8,-27,-18,0
CCn1c(=O)cc(SCC(=O)NCCCN2CCN(c3ccc(F)cc3)CC2)c2ccccc21,-2.2,-2,-9,0,-12,-5,4,-5,5
Cc1ccc(SC(C)C(=O)N2CCCC2)cc1 (stereo not drawn),-0.91,5,-13,-1,-2,-3,0[20 µM],-11,2
O=C1c2c(O)cc(O)cc2O[C@H](c2ccc(O)c(O)c2)[C@H]1O,-0.66,·,-9,-3,·,6,·,-7,-1
CCC(C)(C)n1nnnc1C(c1ccc(C)cc1)N1CCN(Cc2ccc3c(c2)OCO3)CC1 (stereo not drawn),0.34,3,-14,-5[fluorescence artefact?],-11,3,-9[20 µM],-16,5[fluorescence artefact?]
CCCOP(=O)(c1ccc(N(C)C)cc1)C(O)c1cc(OC)c(OC)c(OC)c1 (stereo not drawn),0.18,-7,-12,-12,-26,6,-15,-17,4
Cc1cc([N+](=O)[O-])ccc1NC1CCCC1,0.022,0,11,-2,1,4,2,-11,3
COc1ccc(/C=C/C(=O)Nc2cc(S(=O)(=O)N3CCOCC3)ccc2C)cc1OC,0.23,-2,-7,-17,-1,9,-12,-17,7
CCCNC(=O)c1ccc(Cn2cc(C(F)(F)F)ccc2=O)cc1,0.13,-8,-9,-8,-11,13,-23,-13,9
CCOc1ccccc1N(C)C(=O)c1cc2c(=O)n(CC)c3ccccc3c2s1,-3.3,1,4,0,0,10,-9,-4,4
COc1ccc(/C=N/OC(=O)Nc2ccc(Cl)cc2)c(OC)c1,-1.4,-2,-26,4,-1,22,-11,-9,5
COc1ccc2oc(-c3ccc(NC(=O)c4ccc(N5CCOCC5)c([N+](=O)[O-])c4)cc3)nc2c1,-0.18,-9,14,17,1,-9,-13,-18,-2
Cc1cc(NC(=O)COC(=O)CSc2nc3cc(Cl)ccc3n2Cc2ccccc2)no1,-0.19,6,-6,-10,0,-4,-17,-4,2[fluorescence artefact?]
Cc1ccc(C(CC(=O)N2CCOCC2)c2ccco2)cc1 (stereo not drawn),-0.31,-9,-13,2,-1,0,-21[20 µM],-7,2
CCOc1cc(OCC)cc(C(=O)NCCCN2CCOCC2)c1,-1.9,5,2,-8,8,24,-21,5,0
COc1cc(C2NC(=O)NC(C)=C2C(=O)OCC2CCCO2)ccc1O (stereo not drawn),-0.75,-7,-4,5,1,3,-20[20 µM],-1,-1
Cc1ccc(CC(=S)N2CCOCC2)cc1,0.74,-1,4,1,·,·,-18,-4,3
COc1ccc(N2CC(C(=O)Nc3nnc(SCC(=O)c4ccccc4)s3)CC2=O)cc1 (stereo not drawn),0.91,24,-20,7,63*,-3,2,-8,-4[fluorescence artefact?]
COc1ccc(-c2nnc(SCC(=O)c3ccc(C)o3)o2)cc1,0.53,4,-18,2,-4,-1,-29[20 µM],-6,2[fluorescence artefact?]
CCOc1ccccc1C1C2=C(COC2=O)Nc2cc3c(cc21)OCO3 (stereo not drawn),-0.01,-4,-7,-2,·,·,-29,-3,1
O=S(=O)(N1CCCCC1)N1CCNCC1,·,-4,-2,1,-2,1,-27[20 µM],-10,1
Cc1cc(C)nc(N/N=C/c2cccc(Cl)c2)n1,0.6,-1,-5,-22,2,5,-7,-4,-1
O=C(Nc1cccc(F)c1)C1CCN(C(=O)Cc2ccccc2)CC1,-0.52,3,-10,10,-24,0,-13,-17,-2[fluorescence artefact?]
Cc1ccccc1-c1cc2nc(-c3ccc([N+](=O)[O-])cc3)cc(=O)n2[nH]1,0.015,-7,-5,-19,4,-4,-17,-8,6
COCCNC(=O)NC(=O)COC(=O)C12CC3CC(CC(NC(C)=O)(C3)C1)C2,·,5,8,·,2,6,-12,-13,·
CC(C)Oc1cc(O)c2c(=O)c(-c3ccc(O)cc3)coc2c1,-2.5,1,-13,0[fluorescence artefact?],0,8,-15,0,3
Cc1ccc(-c2nnn(CC(=O)N(c3ccccc3)C(C(=O)NCC3CCCO3)c3ccc(F)cc3)n2)o1 (stereo not drawn),0.78,-1,-5,-6,-22,4,-20,0,0
Cc1ccc(-n2c(SCc3cn4ccsc4n3)nc3ccccc3c2=O)cc1,·,-3,-12,3,-5,-3,-1,-8,11
Cc1c(NC(=O)C2CC=CCC2C(=O)O)c(=O)n(-c2ccccc2)n1C (stereo not drawn),0.71,0,-18,-7,3,-6,-19,-18,5[fluorescence artefact?]
COc1ccccc1N1CCN(C(=O)/C=C/c2cccs2)CC1,-0.75,0,0,-2,-9,4,-9,-16,0
CCOC(=O)Cn1c(C)[n+](C)c2cc(Cl)c(Cl)cc21,0.82,-2,-3,23,-5,-3,-22,-31,8
O=C1O/C(=C\C(=O)N2CCOCC2)c2ccccc21,2,3,-1,-1,-4,-4,-25,0,-6
CCN(C(=O)COC(=O)c1c(C)noc1C)C1CCS(=O)(=O)C1 (stereo not drawn),-0.11,-9,0,-10,2,5,-24,-5,-2
CN(C)C(=O)CSc1n[nH]c(-c2ccco2)n1,0.38,-10,-10,-3,-5,4,-3,-9,3
CC(C)=CCCC(C)CN1CCC(N2CCC(C(=O)N3CCOCC3)CC2)CC1 (stereo not drawn),1.2,-8,-17,-9,·,-52,-21,-10,0
O=C(Nc1cccnc1)c1ccc(C(=O)Nc2cccnc2)cc1,0.49,16,0,-4,-3,-6,-21,-3,1
CCCCC1(Cc2ccc([N+](=O)[O-])cc2)C(=O)N(c2ccccc2)N(c2ccccc2)C1=O,0.38,-1,-7,0,2,1,0[20 µM],-16,-1
C=CCNC(=O)COC(=O)c1ccc(Sc2nncn2C)c([N+](=O)[O-])c1,0.026,-11,-11,-8,1,0,-37,-17,-1
CCCC(c1nnnn1CCOC)N1CCN(C(=O)c2ccco2)CC1 (stereo not drawn),·,0,-4,81*,-4,7,-22,-15,-1
